ATXN2 expr inh: Primary qHTS for Inhibitors of ATXN expression. Potency, µM (top dose mostly 57 µM), inactives show top-dose activity change, negative = inhibition, most hits filed as inhibitors. AID 1745845, 2022. actives 0.72% (n = 360,000). HEK-293 ATXN2-luciferase reporter, luminescence, 24 h; note: potency is the fitted concentration of half-maximal effect; % is set by controls: 0 for no effect and ±100 for the full control effect; nearly all actives have a fitted effect of over 55% in size
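qHTS (up to 57 uM final) was run with 24 h compound exposure of reporter cells at 37 °C. Each well was multiplexed: SteadyGlo luminescence measured ATXN2-luciferase expression after a fluorogenic Gly-Phe-AFC viability readout (25 uM final).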
HT1080 IDH1KD tx: qHTS for induction of synthetic lethality in tumor cells producing 2HG: qHTS for the HT-1080-IDH1KD cell line; HT-1080 IDH1 knockdown viability, ATP luminescence, 48 h; Potency, µM (doses to about 46.1 µM), without a hit: top-dose activity, negative = toxicity, actives largely listed as cytotoxic; actives 2% (n = 360,000); AID 686971, 2013;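 note: potency is the fitted concentration of half-maximal effect; 0% = DMSO wells and -100% = cell-free medium wells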
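Using the IDH1-knockdown HT-1080 line run in the same batch and compound series as the NT line, viability after 48 h at 37 °C was determined by CellTiter-Glo luminescence and expressed as % activity.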
MCF10A rereplic: A quantitative high throughput screen for small molecules that induce DNA re-replication in MCF 10a normal breast cells | MCF 10A DNA re-replication, Hoechst nuclear intensity, 48 h | Potency, µM (highest dose often 46.1 µM), inactives show top-dose activity, positive = re-replication, hits mostly activators | actives 2.9% (n = 350,000) | AID 624296, 2012; note: potency is the fitted concentration of half-maximal effect; % of control where 0% means no effect; nearly all actives have a fitted effect of over 50% in size
KB-3-1 cytotox: qHTS assay for MDR1-selective chemotherapeutics: Primary screen using the parental adenocarcinoma cell KB-3-1; KB-3-1 viability, CellTiter-Glo ATP luminescence, 72 h; Potency, µM (top dose mostly 46.1 µM), inactives show top-dose activity change, negative = cytotoxic, most hits filed as cytotoxic; actives 1.4% (n = 400,000); note: potency is the fitted concentration of half-maximal effect; % is set by controls: 0 for no effect and ±100 for the full control effect; nearly all actives have a fitted effect of over 60% in size
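Multi-concentration cytotoxicity screen in KB-3-1 cells grown in DMEM lacking phenol red with 10% FBS. After 72 h at 37 °C with compound, ATP-dependent luminescence was recorded.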
KB-V1 MDR tox: qHTS assay for MDR1-selective chemotherapeutics: Primary screen using the drug-selected MDR subline cells KB-V1. KB-V1 MDR cells viability, CellTiter-Glo, 72 h. Potency, µM (highest dose often 46.1 µM), for inactives: top-dose activity change, negative = cytotoxicity, most hits filed as cytotoxic. actives 3.4% (n = 400,000). AID 1347076, 2019; note: potency is the fitted concentration of half-maximal effect; % is set by controls: 0 for no effect and ±100 for the full control effect; nearly all actives have a fitted effect of over 60% in size
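Readout: CellTiter-Glo luminescence, 10 min after addition. Cells: KB-V1 MDR subline, 72 h at 37 degrees C with compound. Analysis: corrected, normalized data fitted to concentration-effect curves.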
IL-1B inflam inh: qHTS for Inhibitors of Inflammasome Signaling: IL-1-beta AlphaLISA Primary Screen; THP-1 LPS/ATP IL-1B secretion, AlphaLISA, 16 h; active compounds read low; activity change, % at 57.5 µM; actives 4.7% (n = 360,000); AID 743279, 2014; in the data active = activity change below about -50%; inconclusive = mostly about -30% to -49%; note: % is set by controls: 0 for no effect and ±100 for the full control effect
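THP-1 cells pretreated 1 hr with compounds (up to 57.5 uM final), then stimulated with LPS (250 ng/mL final) plus ATP (1.25 mM final); secreted IL-1B measured by AlphaLISA after 16 hr, decreased signal indicating inhibition.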
SW480 rereplic: A quantitative high throughput screen for small molecules that induce DNA re-replication in SW480 colon adenocarcinoma cells | SW480 DNA re-replication, Hoechst DNA content imaging, 48 h | Potency, µM (highest dose often 46.1 µM), inactives show at the highest dose re-replication activation, most hits filed as activators | actives 1.8% (n = 340,000); note: potency is the fitted concentration of half-maximal effect; % of control where 0% means no effect; nearly all actives have a fitted effect of over 55% in size
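First, 250 cells per well were seeded. Next, compound or vehicle (23 nL) was pinned in, plates sat 48 hr at 37 C. Finally Hoechst was added for 40 min before fluorescence scanning.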
S2 tox: Viability Counterscreen for Primary qHTS for Inhibitors of ATXN expression; S2 cells (HEK-293 line with an ATXN2-luciferase reporter) viability, CellTiter-Fluor protease fluorescence, 24 h; Potency, µM (top dose mostly 56.7 µM), usual class: cytotoxic; actives 0.49% (n = 400,000); AID 651635, 2014; note: potency is the fitted concentration of half-maximal effect; nearly all actives have a fitted effect of over 40% in size
HT1080-NT tox: qHTS for induction of synthetic lethality in tumor cells producing 2HG: qHTS for the HT-1080-NT fibrosarcoma cell line | actives 1.6% (n = 360,000) | HT-1080-NT fibrosarcoma viability, CellTiter-Glo ATP luminescence, 48 h | Potency, µM (highest dose often 46.1 µM), for inactives: top-dose activity, negative = less viability, actives largely listed as cytotoxic;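 note: NT is the 2HG producing partner of a matched IDH1 knockdown line; potency is the fitted concentration of half-maximal effect; 0% = DMSO-treated cells and -100% = media-only wells without cells; nearly all actives have a fitted effect of over 55% in size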
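Fibrosarcoma NT cells, 750 per well in 5% FBS RPMI, were exposed to compound for 48 hours. Viability: CellTiter-Glo luminescence.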
Starred values were filed as active, the others as inactive; i = inactive; ? = inconclusive; . = no result given; & = joins results of further samples; [ ] = remark or other dose. Unless noted, calls come from the whole dose curve; as a rule, active = well fitted curve in the direction sought with a large enough effect; inconclusive = small, poorly fitted or top-dose-only effect, or another doubt; inactive = no such curve, though single readings can be large; an effect the other way counts as inactive or inconclusive.

SMILES	ATXN2 expr inh	HT1080 IDH1KD tx	MCF10A rereplic	KB-3-1 cytotox	KB-V1 MDR tox	IL-1B inflam inh	SW480 rereplic	S2 tox	HT1080-NT tox
O=C(C(c1ccccc1)c1ccccc1)N(Cc1ccco1)C1CCS(=O)(=O)C1 (configuration not stated)	31%[activator]	6%	0%	-4%	?	-19	11%	i	2%
COC(=O)c1nnn(-c2nonc2N)c1CSc1nc2ccccc2s1	6%	-10%	6%	-3%	-13%	-1	-2%	i	-7%
Cc1ccc(/C=N/NC(=O)CNC(=O)c2ccc(S(=O)(=O)N(C)C)cc2)o1	11%	3%	-2%	0%	-3%	9	-6%	i	7%
CC(=O)Nc1cccc(OCCCOc2cccc([N+](=O)[O-])c2)c1	23%	15%	8%	3%	9.2µM*	-5	?	?	3%
Cc1cccc2sc(NNC(=O)C3COc4ccccc4O3)nc12 (configuration not stated)	-10%	-5%	2%	0%	21%	-27	-11%	i	-3%
CCN1CCN(c2c(/C=C3\SC(=S)N(Cc4ccco4)C3=O)c(C)c(C#N)c(=O)n2C)CC1	-11%	?	?	-11%	?	123	?	i	16µM*
Nn1c(SCc2cccc(Cl)c2)nnc1-c1ccncc1	-3%	-29%	11%	2%	-3%	-5	6%	i	-23%
CN(C)c1ccc(C2C3C(=O)NC(=O)C3ON2c2ccc(Cl)cc2)cc1 (configuration not stated)	9%	2%	2%	1%	-3%	1	1%	i	5%
COc1ccc(CCNC(=O)c2cccc(NC(=O)CC3SC(N4CCCCC4)=NC3=O)c2)cc1OC (configuration not stated)	-6%	-8%	0%	.	.	5	3%	i	-10%
O=C(CCS(=O)(=O)c1cccc2nonc12)N1CCOCC1	18%	13%	-1%	1%	3%	1	-1%	i	?
CCOC(=O)C1CSC(CC(=O)Nc2ccc(Cl)c(Cl)c2)C(=O)N1 (configuration not stated)	-10%	-1%	3%	4%	11%	2	0%	?	5%
Cn1c(=O)c2c(O)c(Cc3ccccc3)c(=O)n(C)c2n(C)c1=O	24%	1%	?	-7%	-9%	-4	-10%	i	1%
Cc1ccccc1C(=O)Nc1cccc(C(=O)N/N=C/c2ccccn2)c1	-15%	-3%	?	-8%	3%	46	?	i	-20%
Cc1c(C(=O)N(C)CC(=O)Nc2cccc(F)c2)oc2c(Cl)cccc12	3%	2%	?	0%	?	-28	-4%	i	-7%
CCOC(=O)C1CCN(S(=O)(=O)c2ccc(Cl)cc2)CC1	13%	-4%	2%	6%	1%	-2	7%	i	6%
COC(=O)[C@@]1(C(C)C)N=C(c2cc(OC)c(OC)c(OC)c2)[C@]2(O1)C(=O)N(C)c1ccc(Cl)cc12	-22%	-24%	.	-8%	17%	11	.	?	-13%
Cc1cccc(Cl)c1OCCN1CCCC1	0%	1%	-2%	-1%	14%	-18	-22%	i	7%
Cn1nc(C(=O)Nc2ccc3c(c2)OCCO3)cc1C(=O)O	-22%	-1%	0%	?	?	4	6%	i	-18%
COc1cc(/C=C(\C#N)C(=O)NCC2CCCO2)ccc1O (configuration not stated)	-12%&8%	11%	-12%	14%&16%	?	16	-6%	?	6%
O=C(NC(=O)c1ccccc1O)c1ccc2c(c1)CCO2	0%	-1%	0%	2%	-31%	19	-57%[inhibitor]	i	-10%
COc1ccccc1N1CCN(S(=O)(=O)CCNC(=O)c2cccc(F)c2)CC1	0%	-8%	-1%	-5%	?	-14	1%	i	1%
CCCC1=Nc2cc(C(=O)NCCN3CCOCC3)ccc2Sc2ccc(C)cc21	-14%	?	?	?	-17%	14	0%	?	?
Cc1cccc(Nc2nc(N)c(C#N)c(CC#N)c2C#N)c1	1%	-9%	?	-19%	0%	?	-2%	i	-10%
Cc1ccc(Cl)cc1N1CCN(C(=O)c2cn(C)c3ccc(S(=O)(=O)N(C)C4CCCCC4)cc3c2=O)CC1	12%	.	.	20%	14%	.	.	i	.
CC(=O)Nc1ccc2nc(-c3ccccn3)[nH]c2c1	4%	-2%	?	-3%	-11%	-6	-6%	i	4%
O=c1ccn(Cc2ccccc2)c2ccccc12	0%	1%	-1%	-7%	5%	31	-7%	i	1%
O=C(NCc1ccco1)C1CCCN(S(=O)(=O)c2cnc[nH]2)C1 (configuration not stated)	1%	5%	23%	-4%	-3%	22	-2%	i	5%
CC1C(=O)NN=C1C(=O)N/N=C\C(Br)=C\c1ccccc1 (configuration not stated)	-21%	-22%	?	8%	-17%	-13	?	i	-11%
COCc1nc(-c2ccc(-c3ccc(OC)cc3)nc2OC)no1	6%	-2%	7%	-26%	?	-5	1%	i	-3%
COc1ccccc1Nc1nn2c(=O)c3ccc(C(=O)N4CCCCC4)cc3nc2s1	-14%&-1%	9%	?	-15%&-2%	?	-20	15%	?	0%
CC(C)C(NC(=O)OCc1ccccc1)C(=O)NCC(=O)OC(C)(C)C (configuration not stated)	7%	4%	-1%	-2%	-29%	8	12%	i	3%
O=C(NCc1ccccc1)[C@@H]1CCCN1C(=O)[C@@H]1CCCN1C(=O)c1ccc(Cl)cc1Cl	-5%	4%	.	9%	-11%	44	.	?	0%
CCCCn1cc(S(=O)(=O)c2ccc(OCC)cc2)c(=O)c2cc(OC)c(OC)cc21	-5%	.	.	3%	0%	.	.	?	.
CCCCN(C(=O)c1ccccc1OCc1ccc(F)cc1)c1c(N)n(CC(C)C)c(=O)[nH]c1=O	-5%	-4%	-3%	11%	-6%	i	?	i	-1%
CCOC(=O)c1sc2ncnc(N3CCN(CC)CC3)c2c1C	-10%[11.3 µM]	21%	-1%	5%	11%	2	-1%	i	2%
COc1ccc(C(=O)c2ccc(OC)c3cccc(O)c23)cc1OC	-4%	?	-5%	12%	-1%	-18	1%	?	?
CNC(=O)n1cc(C)c(-c2cccs2)n1	-17%	16%	-3%	2%	1%	-4	-8%	i	2%
O=S(=O)(c1ccc(N2CCCCCC2)nc1)N1CCCC1	13%	0%	-15%	-9%	-17%	16	2%	i	5%
Cc1cccc(N(CC(=O)N2CCCC2)S(C)(=O)=O)c1C	.	0%	.	2%	-10%	25	.	i	9%
CC(=O)NCCc1nc2ccccc2n1CCCCOc1ccc(Cl)cc1	?	.	.	-7%	-4%	.	.	?	.

Laid out differently: entries from further up.
| Structure | ATXN2 expr inh | HT1080 IDH1KD tx | MCF10A rereplic | KB-3-1 cytotox | KB-V1 MDR tox | IL-1B inflam inh | SW480 rereplic | S2 tox | HT1080-NT tox |
| --- | --- | --- | --- | --- | --- | --- | --- | --- | --- |
| CCOC(=O)c1sc2ncnc(N3CCN(CC)CC3)c2c1C | -10%[11.3 µM] | 21% | -1% | 5% | 11% | 2 | -1% | i | 2% |
| COc1ccc(C(=O)c2ccc(OC)c3cccc(O)c23)cc1OC | -4% | ? | -5% | 12% | -1% | -18 | 1% | ? | ? |
| CNC(=O)n1cc(C)c(-c2cccs2)n1 | -17% | 16% | -3% | 2% | 1% | -4 | -8% | i | 2% |

Later entries.
SMILES	ATXN2 expr inh	HT1080 IDH1KD tx	MCF10A rereplic	KB-3-1 cytotox	KB-V1 MDR tox	IL-1B inflam inh	SW480 rereplic	S2 tox	HT1080-NT tox
Cc1ccc(NC(=S)N=Nc2c(O)n(C)c3ccc(S(=O)(=O)N4CCOCC4)cc23)cc1	?	?	?	?	0%	-6	9%	?	-3%
Cc1ccc(C)c(NC(=O)CN(C)C(=O)Cn2c(=O)oc3ccccc32)c1	-5%	-13%	4%	0%	-13%	14	-1%	i	3%
Cc1ccc(C(=O)Nc2ccc(C(=O)O)cc2)cc1S(=O)(=O)N1CCC(C)CC1	3%	.	.	4%	-5%	.	.	i	.
Cc1ccccc1NC(=O)N1c2ccccc2CC1C (configuration not stated)	15%	5%	5%	11%	-6%	-10	-11%	i	4%
COc1cccc(N2C(=O)CC(N3CCc4ccccc43)C2=O)c1 (configuration not stated)	89%[activator]	23%	-1%	3%	13%	1	-1%	?	25%
Cc1ccc(-n2c(SCC(=O)N3CCOCC3)nnc2-c2ccncc2)cc1	-3%	26%	-8%	2%	-3%	-3	1%	i	9%
O=C(CCC(=O)c1cccs1)OCc1nc2ccccc2s1	2%	15%	0%	-5%	-1%	39	-11%	i	16%
NC(=O)NCCCC(=O)O	-1%	1%	3%	29%	29%	-9	2%	i	15%
CN(CC(=O)Nc1ccccc1Br)C(=O)c1ccc(COc2ccccc2)cc1	7%	-14%	?	-19%	?	-9	2%	i	-13%
COc1ccccc1N1CC(C(=O)Nc2nnc(SCC(=O)N3CCOCC3)s2)CC1=O (configuration not stated)	9%	15%	-38%[inhibitor]	.	.	1	-10%	i	-8%
CN(C(=O)CSc1nnnn1-c1ccccc1)C1CCS(=O)(=O)C1 (configuration not stated)	-7%	24%	-2%	-7%	5%	10	-10%	i	10%
COc1ccc(CNc2ncnc3cc(OC)c(OC)cc23)cc1OC	-19%	-10%	-2%	-3%	?	54	-1%	i	-3%
O=C(CC1SC(N2CCCC2)=NC1=O)Nc1ccc(C(=O)N2CCCC(C(F)(F)F)C2)cc1 (configuration not stated)	-6%	6%	0%	5%	2%	10	3%	i	1%
NS(=O)(=O)c1ccc(CCNC(=O)c2ccc(C(=O)c3ccccc3)cc2)cc1	-19%	1%	-1%	0%	6%	-16	-12%	i	-4%
CCOc1ccc(NC(=O)c2cccc3c2C(=O)N(CCOC)C3)cc1	-1%	-1%	6%	24%	-17%	-14	-2%	i	6%
COc1ccc(NC(=O)CCN2C(=O)C3C4CCC(C4)C3C2=O)cc1 (configuration not stated)	18%	?	-2%	9%	-3%	11	3%	?	-19%
O=Cc1ccccc1OCc1nnsc1Cl	3%	?	?	-17%	-11%	57	?	i	?
